Screening results (PubChem)
M1 PAM: potentiates human M1 receptor response to acetylcholine; activation, % at 3 µM; CHO-K1 hM1, Fluo-8 calcium fluorescence, ACh EC20; 0% = ACh EC20, 100% = maximal ACh; AID 588819; 0.088% of 360,000 active; P11229; in the data active = activation above about 19%, passing the limit was not always enough
CHRM4 antagonist: CHRM4 antagonism in calcium assay; 0.73% of 360,000 active; AID 624125; inhibition, % at 3 µM; P08173; CHO-hM4 cells, ACh EC80, Fluo-8 calcium fluorescence;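 active = inhibition above its plate's cutoff, the mean inhibition of sample wells plus 3 SD, cut at about 27% in these data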;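 also: 0% = acetylcholine EC80 with DMSO and 100% = DMSO without agonist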
Target sequence (P08173 whole entry, looked up): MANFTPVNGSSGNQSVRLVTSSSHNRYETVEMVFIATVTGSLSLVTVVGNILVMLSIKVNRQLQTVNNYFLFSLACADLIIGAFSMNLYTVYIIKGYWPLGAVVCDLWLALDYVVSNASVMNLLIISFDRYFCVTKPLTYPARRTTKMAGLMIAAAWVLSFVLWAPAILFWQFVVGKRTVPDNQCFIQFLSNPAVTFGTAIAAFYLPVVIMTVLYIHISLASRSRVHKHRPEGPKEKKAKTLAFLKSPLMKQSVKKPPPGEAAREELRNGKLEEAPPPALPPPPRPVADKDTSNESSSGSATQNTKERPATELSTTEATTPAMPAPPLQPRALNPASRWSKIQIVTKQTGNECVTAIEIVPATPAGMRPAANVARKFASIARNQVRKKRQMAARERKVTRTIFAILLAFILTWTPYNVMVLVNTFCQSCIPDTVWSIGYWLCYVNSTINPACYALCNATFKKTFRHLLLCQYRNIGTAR
CHRM1 agonist: agonists of human M1 muscarinic receptor; activation, % at 3 µM; 0.33% of 360,000 active; P11229; CHO-K1 hM1, Fluo-8 calcium fluorescence, agonist mode; 0% DMSO, 100% acetylcholine EC100;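 active = activation above the run's mean compound activation plus 3 SD, cut at about 16% in these data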;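 also: peak over basal fluorescence ratio within a 140 s kinetic read after compound addition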
M4 ag: agonists of human muscarinic M4 receptor (CHRM4); CHO-K1 hM4/Gqi5, Fluo-8 calcium fluorescence; vehicle 0%, full acetylcholine response 100%; activation, % at 3 µM; P08173; 0.14% of 360,000 active;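 active = activation above the run mean over all test wells plus 3 SD, cut at about 32% in these data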;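 also: peak over basal fluorescence ratio per well then scaled between controls; 0% = DMSO wells and 100% = acetylcholine at EC100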
OXTR potentiator: human OXTR potentiation; 0.061% of 320,000 active; AID 2445; activation, % at 3 µM; P30559; CHO-OTR cells, Fluo-8 calcium fluorescence, potentiator mode; 0% = oxytocin EC15, 100% = EC100;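 active = activation above that plate's cutoff, the mean activation of tested compounds plus 3 SD, cut at about 6.6% in these data, passing the limit was not always enough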;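 also: 100% uses oxytocin at 75 nM as the full agonist control; some results filed as inactive read as strong as hits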
Target sequence (P30559 whole entry, looked up): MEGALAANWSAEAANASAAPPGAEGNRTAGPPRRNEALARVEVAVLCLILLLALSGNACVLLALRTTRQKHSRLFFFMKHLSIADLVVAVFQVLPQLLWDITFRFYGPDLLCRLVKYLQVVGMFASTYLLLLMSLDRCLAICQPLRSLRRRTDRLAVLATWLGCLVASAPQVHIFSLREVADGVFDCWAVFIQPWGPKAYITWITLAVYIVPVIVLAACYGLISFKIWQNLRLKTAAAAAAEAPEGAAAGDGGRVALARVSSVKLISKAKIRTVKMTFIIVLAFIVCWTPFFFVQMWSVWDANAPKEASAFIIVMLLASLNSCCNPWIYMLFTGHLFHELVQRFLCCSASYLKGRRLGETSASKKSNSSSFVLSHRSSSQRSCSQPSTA
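Material: CHO-OTR cells, human receptor; compound dosing: single dose, 3.0 µM nominal final compound concentration; schedule: 6 min compound pre-incubation at room temperature, 100 s kinetic read; measured by: kinetic Fluo-8 calcium fluorescence; read-out basis: % activation vs EC15 and EC100 oxytocin; controls: EC15 oxytocin alone as 0%, 75 nM oxytocin as 100%; replicates: singlicate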
M1 ag parental: nonselective activator or artifact in parental CHO-K1 cells. Fluo-8 calcium fluorescence; scaled to maximal ATP response, vehicle zero. activation, % at 3 µM. 0.48% of 360,000 active. AID 602248; in the data active = activation above about 15%;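 also: untransfected CHO-K1 host cells lacking M1 receptor as counterscreen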
CHO parental Ca: signal in parental CHO cells, OX1R antagonist counter-screen | parental CHO-K1, ATP-induced calcium, Fluo-8 fluorescence | inhibition, % at 5.6 µM | 0.63% of 330,000 active | AID 463079;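 active = inhibition above that plate's mean sample inhibition plus 3 SD, cut at about 26% in these data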;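 also: 0% = ATP-challenged DMSO wells and 100% = DMSO wells without ATP; some compounds past the cut are filed as inactive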
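Measured by: calcium-sensitive Fluo-8 fluorescence / Test system: CHO parental line / Controls: ATP-challenged DMSO wells low, unchallenged DMSO wells high / Measure: % inhibition / Compound: single nominal dose of 5.6 µM per compound / Replicates: single well per compound, no replicates / Reagent: ATP as calcium-mobilizing challenge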
CHO-K1 Ca antag: M1 antagonist counterscreen hit in parental CHO-K1 cells | ATP-induced calcium, Fluo-8 fluorescence | inhibition, % at 3 µM | 0.6% of 360,000 active;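 active = inhibition above a per-plate cutoff, the plate's mean sample inhibition plus 3 SD, cut at about 24% in these data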;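 also: 0% = DMSO plus EC80 ATP and 100% = DMSO alone without ATP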
CHRM1 antagonist: blocks human M1 muscarinic receptor | CHO-K1 hM1, Fluo-8 calcium fluorescence, ACh EC80 antagonist | inhibition, % at 3 µM | 1.3% of 360,000 active | AID 588852;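 active = percent inhibition above its own plate's cutoff, namely the mean of that plate's compound wells plus 3 SD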;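 also: peak over basal fluorescence ratio during 140 s after agonist addition; 0% = ACh EC80 plus DMSO and 100% = DMSO alone without agonist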
Numbers without * were called inactive; / = not tested or not shown.

SMILES | M1 PAM | CHRM4 antagonist | CHRM1 agonist | M4 ag | OXTR potentiator | M1 ag parental | CHO parental Ca | CHO-K1 Ca antag | CHRM1 antagonist
S=c1[nH]nc(-c2cc(-c3ccco3)[nH]n2)n1-c1ccccc1Cl | 8 | 1 | -1 | 1 | -15 | 1.0 | -4 | -4 | -10
CC1CCN(CC(=O)N(C)c2c(N)n(Cc3ccccc3)c(=O)[nH]c2=O)CC1 | 6 | -12 | -3 | 1 | / | 1.9 | / | 0 | -11
COc1cc(CN2CCCC(CO)(Cc3ccccc3C)C2)cc2c1OCO2 (stereo unspecified) | 7 | -6 | -4 | 9 | -22 | 7.0 | -23 | 6 | -4
Cc1ccc(C2C3=C(CC(C)(C)CC3=O)NC3=C2C(=O)CC(C)(C)C3)o1 | 4 | 2 | -3 | 1 | -10 | 0.1 | -19 | 4 | -6
COc1ccc(NC(=O)Nc2cnccn2)cc1OC | 0 | -2 | -3 | 1 | -1 | 0.4 | 4 | -1 | -1
CCOc1ccc(NC(=O)Nc2cccs2)cc1 | 1 | 0 | 3 | 7 | -15 | 3.1 | -4 | -2 | 3
O=C(COC(=O)c1ccccn1)Nc1nccs1 | 3 | -11 | -2 | 1 | -5 | -0.2 | 5 | 6 | -4
CC1(C)CNC(=O)c2sc(NC(=O)c3ccccc3)nc2C1 | 7 | -8 | 0 | 4 | -1 | 3.1 | -4 | -18 | -21
Cc1ccc2[nH]cc(CCNC(=O)CN3C(=O)c4ccccc4C3=O)c2c1 | 12 | -6 | -5 | 3 | -5 | 1.3 | -3 | -9 | -3
C#CCOc1ccc(/C=C2/C(=O)NN(c3ccc(F)cc3)C2=O)cc1OC | 21 | 3 | 11 | 1 | 6 | 0.5 | -2 | -7 | -16
O=C(/C=C\c1ccc(-c2ccccc2)o1)c1ccccc1 | 6 | 5 | 3 | 0 | -4 | -0.7 | -17 | 9 | 9
O=C(COC(=O)c1cc(Cl)nc2ccccc12)c1ccc(Cl)cc1 | -5 | 2 | 0 | 1 | 0 | 0.7 | -1 | -7 | 6
CCOC(=O)c1[nH]c(C)c(C(=O)Nc2cc(OC)ccc2OC)c1C | -1 | -1 | -4 | -1 | 4 | 0.7 | -15 | -10 | -4
CC1CCC(NC(=O)C(NS(=O)(=O)c2cccc3nsnc23)C(C)C)CC1 (stereo unspecified) | 6 | 4 | -4 | 0 | -1 | -0.2 | -18 | -1 | -11
Cc1ccc(CNC(=O)c2ccccc2NC(=O)C2=CSCCO2)cc1 | -2 | -10 | -3 | 6 | -5 | 1.8 | -22 | -8 | -4
COc1cccc(C(=O)Nc2ccccc2-c2ccccc2)c1 | 5 | 0 | -4 | 2 | -5 | -0.8 | -21 | -10 | -2
COc1cccc(C2C(C(=O)c3sc(C)nc3C)=C(O)C(=O)N2CCN2CCOCC2)c1OC (stereo unspecified) | 2 | 6 | -2 | 0 | -10 | -0.2 | 0 | 14 | -9
Cc1cccc(S(=O)(=O)Nc2cccc3c2C(=O)c2ccccc2-3)c1 | 2 | 7 | 2 | 6 | -13 | 2.7 | 38 | 6 | 5
O=C(CSc1nc2c(sc3ccccc32)c(=O)n1CCCN1CCCC1)NCc1ccccc1 | -1 | -5 | -7 | 5 | 1 | 1.3 | -32 | -1 | 18
CC(=O)Nc1cccc(NC(=O)CSc2nc(=O)n(CCCN3CCOCC3)c3c2CCC3)c1 | 14 | -3 | -6 | 0 | -2 | 0.1 | 8 | 2 | -14
CC(C)(C)c1cc(CN2CCN(CCO)CC2)cc(C(C)(C)C)c1O | 0 | -3 | -6 | 0 | -1 | 2.5 | -6 | 3 | -1
Cc1ccc(C(=O)O/N=C(\N)c2cccnc2)cc1[N+](=O)[O-] | 5 | 12 | -4 | 2 | -5 | 0.5 | -19 | -3 | 10
COc1ccccc1C(=O)NC(CCSC)C(=O)N1CCN(C/C=C/c2ccccc2)CC1 (stereo unspecified) | -2 | 1 | -4 | 5 | -2 | 1.4 | -37 | 0 | -1
COc1ccc2ccccc2c1C1CC(=O)N2CN(Cc3ccco3)CSC2=C1C#N (stereo unspecified) | -3 | 2 | -3 | 1 | -6 | 0.4 | -1 | 6 | 5
COc1ccc2c(c1)[C@H]1[C@H](CO2)[C@H](c2ccccc2)[C@]2(C)C(=O)Nc3cc(F)c(F)cc3C(=O)N12 | -16 | 14 | -9 | 1 | -10 | 0.3 | -15 | -14 | 15
NNC(=O)CSc1c(-c2ccccc2)c2cc(Cl)ccc2[nH]c1=O | 20 | -10 | 2 | 1 | / | -0.2 | / | 2 | -3
CCOC(=O)N1CCN(C(=O)c2cc3ccccc3o2)CC1 | 12 | 1 | -4 | 0 | -13 | 0.0 | -6 | -12 | -18
CCOC(=O)N1CCN(S(=O)(=O)N2CCCC(C(=O)NCCCN3CCCCC3)C2)CC1 (stereo unspecified) | 5 | -6 | -5 | 0 | -8 | 0.8 | -15 | -11 | -6
Cc1ccc(C)c2c1cc(C)c1nnc(SCC(=O)Nc3nc4c(s3)CCCC4)n12 | 9 | -2 | -8 | 2 | 2 | 2.0 | -19 | -11 | -9
CCOC(=O)c1nnn(CC(=O)Nc2cc(F)ccc2F)c1C(=O)OCC | 2 | -1 | -1 | 2 | 0 | 2.3 | -11 | -10 | -26
NS(=O)(=O)c1ccc(CCNC(=O)c2ccc(NS(=O)(=O)c3ccc4[nH]c(=O)[nH]c4c3)cc2)cc1 | 8 | 4 | -2 | -1 | 2 | 0.1 | 25 | -14 | -2
Cc1ccc(C)c(NC(=O)COC(=O)c2cccc(S(=O)(=O)N3CCCCC3)c2)c1 | 5 | -4 | -1 | 1 | -8 | 0.7 | -16 | 6 | -12
CC(=O)Nc1ccc(N(C(=O)CNC(=O)c2ccco2)C(C(=O)NCC2CCCO2)c2ccccc2)cc1 (stereo unspecified) | 1 | 1 | -4 | -1 | -6 | -0.3 | 0 | -15 | -2
NC(=O)CSc1nc(O)cc(=O)n1-c1ccccc1 | 10 | 0 | -4 | 1 | -8 | 0.3 | 8 | -4 | -13
C=CCn1c(=N)n(CC(=O)c2ccc(Br)s2)c2ccccc21 | 9 | -1 | -10 | 4 | -16 | 2.2 | -20 | -2 | -9
O=S(=O)(O)c1cc(OS(=O)(=O)c2ccccc2)cc2ccccc12 | 21 | 11 | 0 | 0 | -16 | 0.1 | -4 | -8 | -29
CC(C)[C@H](NC(=O)[C@H](CCCN=C(N)N)NC(=O)NC(Cc1ccccc1)C(=O)O)C(=O)NC(C=O)CCCN=C(N)N (stereo partly specified) | -2 | -6 | -3 | 1 | 0 | 0.3 | -4 | 27* | -14
COc1ccccc1OCC(=O)Nc1ncc(C)s1 | 0 | 7 | -3 | 2 | 2 | 0.2 | -13 | -4 | 0
Cc1cccc(NC(=O)C2CCN(S(=O)(=O)c3ccc(Cl)cc3)CC2)n1 | 15 | -13 | 5 | 8 | -14 | 1.6 | -14 | 7 | 1
CSc1nc(N)nc(SC2C=CCCC2)c1C#N (stereo unspecified) | -5 | -4 | -4 | 1 | -13 | 6.2 | -16 | 0 | 10
N#Cc1ccc(C(=O)NCCCSc2ccccc2)cc1 | 3 | 2 | -3 | 2 | -9 | 3.9 | 1 | -4 | 3
COc1cccc(Nc2nc(-c3cccs3)nc3ccccc23)c1 | 0 | 0 | -6 | 2 | -2 | 0.9 | -13 | 3 | 2
O=[N+]([O-])/C=C/c1c(OCc2ccccc2)ccc2ccccc12 | 8 | 8 | -3 | 2 | 0 | 0.5 | -3 | 11 | -6
COC(=O)Nc1c(C(=O)OC)cc(OC)c(OC)c1OC | 5 | -2 | -3 | 1 | -9 | -0.4 | -11 | 5 | -8
CC1CCN(c2c(NCC3CCC(C(=O)NCc4ccccc4)CC3)c(=O)c2=O)CC1 (stereo unspecified) | -5 | -11 | -2 | 2 | 3 | -0.8 | -7 | 17 | 1

Entries above that contain a thiophene ring, fused or not, in the order listed:
SMILES | M1 PAM | CHRM4 antagonist | CHRM1 agonist | M4 ag | OXTR potentiator | M1 ag parental | CHO parental Ca | CHO-K1 Ca antag | CHRM1 antagonist
CCOc1ccc(NC(=O)Nc2cccs2)cc1 | 1 | 0 | 3 | 7 | -15 | 3.1 | -4 | -2 | 3
O=C(CSc1nc2c(sc3ccccc32)c(=O)n1CCCN1CCCC1)NCc1ccccc1 | -1 | -5 | -7 | 5 | 1 | 1.3 | -32 | -1 | 18
C=CCn1c(=N)n(CC(=O)c2ccc(Br)s2)c2ccccc21 | 9 | -1 | -10 | 4 | -16 | 2.2 | -20 | -2 | -9
COc1cccc(Nc2nc(-c3cccs3)nc3ccccc23)c1 | 0 | 0 | -6 | 2 | -2 | 0.9 | -13 | 3 | 2

(next part)
SMILES | M1 PAM | CHRM4 antagonist | CHRM1 agonist | M4 ag | OXTR potentiator | M1 ag parental | CHO parental Ca | CHO-K1 Ca antag | CHRM1 antagonist
O=c1[nH]c(-c2ccc(O)cc2)nc2scc(-c3cccs3)c12 | 1 | -1 | -2 | 5 | -11 | 0.0 | 1 | 11 | -2
O=C(Oc1ccc[nH]c1=O)c1cccc(Cl)c1 | 4 | -2 | -3 | 0 | 8 | 0.1 | -10 | -1 | -2
O=C(C1CCN(S(=O)(=O)c2cccc3cccnc23)CC1)N1CCN(c2ccc(Cl)cc2)CC1 | -12 | 2 | 2 | 19 | -4 | 7.8 | -2 | -3 | 6
COc1cc(C(=O)NCC2(c3ccccc3)CCCC2)cc(OC)c1OC | 3 | 1 | -6 | 0 | -9 | 0.2 | -29 | -16 | -9
CCOc1ccc(C(CC(=O)O)NC(=O)COc2ccccc2)cc1OC (stereo unspecified) | 0 | -5 | -4 | 0 | 2 | 0.0 | 7 | 12 | 3
O=C(CN1C(=O)S/C(=C\c2ccccc2)C1=O)NNC(=O)c1ccccc1O | -3 | -20 | -6 | 4 | -3 | 1.1 | 10 | -4 | 2
COC(=O)c1ccccc1S(=O)(=O)C(C)(C)C | 3 | 8 | -3 | 0 | 4 | 0.0 | -6 | -10 | -4
Cc1nn(C)cc1C1C(C#N)=C(N)N(c2ccc(F)c([N+](=O)[O-])c2)C2=C1C(=O)CCC2 (stereo unspecified) | 19 | -1 | -1 | 1 | -6 | 0.2 | 7 | -10 | -22
COCCNC(=O)c1onc(CSc2ccccc2C)c1C(=O)O | 3 | -1 | -3 | -1 | -2 | 0.2 | -8 | -8 | 3
O=C(c1cc(-c2ccncc2)nc2ccc(Br)cc12)N1CCN(c2ccccn2)CC1 | -6 | 6 | -3 | 15 | -8 | 4.7 | -23 | 3 | -1
C=CCN1C(=O)N(c2ccc(F)cc2)C(=O)C1CC(=O)Nc1ccc(Cl)cc1 (stereo unspecified) | 3 | -2 | -3 | 3 | -1 | 1.7 | -23 | -13 | 0
Cc1c(-c2ccc(Cl)cc2)oc(=O)c2c(N)n(-c3ccccc3)nc12 | 4 | 5 | -2 | 1 | -3 | 0.9 | -18 | -8 | 0
O=C(NCc1ccccn1)c1nn(-c2ccccc2)c(=O)c2ccccc12 | 0 | 7 | -4 | 0 | -12 | -0.1 | -5 | -6 | 4
